# Compound activity as filed in PubChem.
# CHO-K1 Ca antag: M1 antagonist counterscreen hit in parental CHO-K1 cells; inhibition, % at 3 µM; ATP-induced calcium, Fluo-8 fluorescence; 0.6% of 360,000 active;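 active means inhibition above a per-plate cutoff, the plate's mean sample inhibition plus 3 SD, cut at about 24% in these data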;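 further: 0% = DMSO plus EC80 ATP and 100% = DMSO alone without ATP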
# TAAR1 antagonist: human TAAR1 antagonism; 1.5% of 360,000 active; inhibition, % at 3 µM; CHO RD-HGA16 TAAR1, Fluo-8 calcium fluorescence, antagonist; AID 624466;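 active means inhibition above a per-plate cutoff, the mean inhibition of test compounds on that plate plus 3 SD, cut at about 49% in these data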;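 further: 0% = DMSO plus EC80 beta-PEA response and 100% = DMSO alone without agonist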
# Target sequence (Q96RJ0 whole entry, looked up): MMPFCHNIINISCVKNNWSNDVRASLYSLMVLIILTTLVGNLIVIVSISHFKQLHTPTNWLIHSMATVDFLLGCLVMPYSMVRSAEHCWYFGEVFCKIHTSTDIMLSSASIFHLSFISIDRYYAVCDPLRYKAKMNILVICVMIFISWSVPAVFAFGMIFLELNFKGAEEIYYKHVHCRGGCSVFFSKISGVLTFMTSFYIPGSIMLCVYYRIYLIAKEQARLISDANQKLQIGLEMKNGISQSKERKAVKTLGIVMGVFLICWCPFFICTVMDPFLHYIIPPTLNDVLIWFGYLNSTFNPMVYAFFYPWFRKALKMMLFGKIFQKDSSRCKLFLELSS
#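 Assay system: RD-HGA16 CHO cells with stable hTAAR1 and Gα16 / Reagent: EC80 β-phenethylamine stimulus / Doses: 3 µM, single point / Timing: dye loading 75 min at 37 °C, then 30 min room temperature / Measured by: Fluo-8 intracellular calcium dye fluorescence, real-time kinetic reads / Controls: vehicle wells and EC80 agonist wells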
# CHRM1 PAM: potentiates human M1 receptor response to acetylcholine. 0.088% of 360,000 active. activation, % at 3 µM. CHO-K1 hM1, Fluo-8 calcium fluorescence, ACh EC20; 0% = ACh EC20, 100% = maximal ACh. P11229; in the data active means activation above about 19%, passing the limit was not always enough
# Target sequence (P11229 whole entry, looked up): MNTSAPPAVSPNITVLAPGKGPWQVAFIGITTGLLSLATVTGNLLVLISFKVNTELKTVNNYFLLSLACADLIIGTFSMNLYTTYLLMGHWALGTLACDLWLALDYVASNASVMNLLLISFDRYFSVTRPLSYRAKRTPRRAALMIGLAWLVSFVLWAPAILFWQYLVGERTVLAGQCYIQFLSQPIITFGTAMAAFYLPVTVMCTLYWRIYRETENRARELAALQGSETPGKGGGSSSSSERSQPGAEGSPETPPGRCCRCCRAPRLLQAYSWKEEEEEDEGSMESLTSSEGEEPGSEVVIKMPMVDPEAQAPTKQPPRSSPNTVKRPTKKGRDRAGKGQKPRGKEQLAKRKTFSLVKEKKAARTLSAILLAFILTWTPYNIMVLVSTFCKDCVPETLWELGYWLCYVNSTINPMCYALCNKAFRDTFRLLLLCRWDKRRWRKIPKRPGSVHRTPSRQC
# CHO parental Ca: counter-screen for OX1R antagonists: effect in parental CHO cells | parental CHO-K1, ATP-induced calcium, Fluo-8 fluorescence | inhibition, % at 5.6 µM | 0.63% of 330,000 active | AID 463079;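 active means inhibition above that plate's mean sample inhibition plus 3 SD, cut at about 26% in these data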;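 further: 0% = ATP-challenged DMSO wells and 100% = DMSO wells without ATP; some compounds past the cut are filed as inactive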
#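 Material: Parental CHO cells | Reagent: ATP | Compound dosing: Single nominal dose of 5.6 µM per compound | Detection: Intracellular calcium via Fluo-8 no-wash fluorescent dye | Read-out: % inhibition of ATP-induced calcium mobilization | Benchmarks: Low control ATP plus DMSO, high control DMSO only | Replicates: Singlicate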
# CHO-K1 Ca PAM: M1 PAM counterscreen hit in parental CHO-K1 cells; 0.02% of 360,000 active; activation, % at 3 µM; ATP EC20, Fluo-8 calcium fluorescence; 0% at ATP EC20, 100% at ATP max; AID 602247;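 active means activation above the run cutoff, the mean activation of all test compounds plus 3 SD, cut at about 40% in these data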;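 further: peak over basal fluorescence ratio in a 140 s read after ATP addition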
# M1 ag: human M1 muscarinic receptor agonism | CHO-K1 hM1, Fluo-8 calcium fluorescence, agonist mode; 0% DMSO, 100% acetylcholine EC100 | P11229 | AID 588814 | 0.33% of 360,000 active | activation, % at 3 µM;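 active means activation above the run's mean compound activation plus 3 SD, cut at about 16% in these data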;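 further: peak over basal fluorescence ratio within a 140 s kinetic read after compound addition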
# CHO-K1 Ca ag: M1 agonist counterscreen hit in parental CHO-K1 cells; AID 602248; activation, % at 3 µM; Fluo-8 calcium fluorescence; scaled to maximal ATP response, vehicle zero; 0.48% of 360,000 active; in the data active means activation above about 15%;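 further: untransfected CHO-K1 host cells lacking M1 receptor as counterscreen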
# TAAR1 ag: agonists of human TAAR1 | Q96RJ0 | CHO RD-HGA16 TAAR1, Fluo-8 calcium fluorescence; vehicle wells 0%, saturating PEA agonist 100% | activation, % at 3 µM | 0.99% of 360,000 active | AID 624467;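 active means activation above the mean activation of all test compounds in the run plus 3 SD, cut at about 38% in these data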
#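 test system = CHO RD-HGA16 cells carrying human TAAR1 plus Gα16 | schedule = 17-24 h seeding, 75 min 37 °C dye, 30 min RT | compound dosing = 3 µM single concentration | control set = DMSO and PEA EC100 | replicates = n 1 | signal = Fluo-8 fluorescence, 5 s baseline then 140 s kinetic read | measure = percent activation vs PEA EC100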
# M1 antag: human CHRM1 antagonism; CHO-K1 hM1, Fluo-8 calcium fluorescence, ACh EC80 antagonist; inhibition, % at 3 µM; 1.3% of 360,000 active; AID 588852;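 active means percent inhibition above its own plate's cutoff, namely the mean of that plate's compound wells plus 3 SD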;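 further: peak over basal fluorescence ratio during 140 s after agonist addition; 0% = ACh EC80 plus DMSO and 100% = DMSO alone without agonist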
# Active calls of the source: *; x = not tested or not shown. Random draw from the library; overall some 4.4% were active at least once.
# Values run as follows: CHO-K1 Ca antag	TAAR1 antagonist	CHRM1 PAM	CHO parental Ca	CHO-K1 Ca PAM	M1 ag	CHO-K1 Ca ag	TAAR1 ag	M1 antag
Cc1ccc(CNS(=O)(=O)c2ccccc2[N+](=O)[O-])cc1
    -10	9	15	-12	16	0	1.5	11	-6
COc1cccc(CN(C)CC(=O)N2CCN(S(=O)(=O)c3ccccc3)CC2)c1
    4	-1	-4	x	5	-8	0.6	3	1
Cn1c2ccccc2c2c(C(=O)N3CCN(c4ccc(F)cc4)CC3)cn(C3CCCC3)c(=O)c21
    7	46	-14	-44	4	1	3.2	28	30*
CCCCNC(=O)C1(C)CCN1C(=O)c1cc(C)n(C(C)(C)C)n1 (stereo unspecified)
    -13	-31	-6	x	17	-1	1.0	0	12
COc1cccc(-c2nn(-c3ccccc3)cc2CN2CCCO2)c1
    7	4	2	-18	8	-12	2.8	1	1
Cc1ccc(-c2cc(=O)c3cc(C)ccc3[nH]2)cc1
    -8	7	7	-9	1	-1	-0.3	0	-5
COC(=O)N1C(=O)[C@@](Cc2ccccc2)(c2ccccc2)N1C(=O)OC
    5	12	-2	-9	-4	-3	0.1	1	5
COc1ccc(S(N)(=O)=O)cc1C(=O)NC1CCCc2ccccc21 (stereo unspecified)
    -20	-17	8	-16	-5	-5	-0.8	4	-19
O=C1NC[C@@H](CCCCN2C[C@H](Cc3ccc(O)cc3)N(CCc3ccc(O)cc3)C(=O)C2=O)N(CC2CCCCC2)C1=O
    -13	11	x	x	-11	x	3.1	2	x
CC(=O)c1ccc(S(=O)(=O)Nc2ccc(S(=O)(=O)N3CCCCC3)cc2)cc1
    -12	14	2	2	5	-1	0.4	17	-3
Cc1c(C(=O)Nc2ccccc2)sc2nc(-c3ccccc3)cn12
    -2	51*	-7	5	13	0	4.4	23	3
C#Cc1ccc(CN2CCN(CCc3ccccc3)C(CCO)C2)cc1 (stereo unspecified)
    -4	-2	-5	-18	-14	-9	0.5	2	9
O=C(Nc1ccc(Cl)cc1)N(Cc1nc2ccccc2c(=O)[nH]1)Cc1cccs1
    -2	33	1	-22	19	-6	4.2	15	-1
CCN(c1ccc(NC(=O)COC(=O)CCc2cc(OC)c(OC)c(OC)c2)cc1)C(C)C
    -4	-20	1	x	14	-10	1.6	8	2
O=C(N/N=C/c1ccccc1)c1ccc(-c2ccccc2)cc1
    -8	30	6	-18	7	-3	0.5	9	-22
CC1=CC(C)(C)NC(=S)N1c1cccc2ccccc12
    -15	10	5	-11	12	-4	-0.2	3	-8
COc1ccc(Cl)cc1NC(=O)CC(C)=O
    -20	-5	0	-22	21	-5	1.0	13	-10
CC(=O)c1cccc(-c2ccnc3c2CC(C(=O)Nc2cccc(OC(F)(F)F)c2)O3)c1 (stereo unspecified)
    -6	17	-9	x	-11	-3	0.3	0	9
O=C(NCc1ccc(Cl)cc1)C(=O)NCC1OCCN1C(=O)c1ccc(Cl)cc1 (stereo unspecified)
    -17	-15	2	-22	22	-6	1.4	-1	-2
Cc1nnc(C)n1/N=C/c1cccc([N+](=O)[O-])c1
    -4	2	13	3	7	-8	0.1	5	-6
COc1cc2c(cc1OC)C(C(=O)Nc1ccc3c(c1)OCCO3)C1c3ccccc3CCN1C2=O (stereo unspecified)
    5	41	-8	-9	-2	-2	3.2	17	0
CC(C)Nc1nc2n(c(=O)n1)CCN2C(C)C
    -5	-14	1	4	1	-2	0.2	7	-8
O=C(Nc1nc(-c2ccc(Cl)cc2)cs1)C1=COCCO1
    12	-8	8	-17	-27	-6	-0.7	-1	-11
Cn1c(=O)c2cc(NC(=O)NCCc3ccccc3)ccc2n1Cc1cccc(C(F)(F)F)c1
    -12	30	-7	x	14	6	9.8	18	2
COc1cccc(-c2cc(C(F)(F)F)n3nc(N)nc3n2)c1
    -20	5	5	-13	14	-4	0.0	-1	-29
CC1CCN(c2nc3c(c(=O)[nH]c(=O)n3C)n2CCCc2ccccc2)CC1
    4	-8	-8	-14	7	-5	0.4	1	5
COc1ccccc1N1CCN(C(=O)C2CCCCN2S(=O)(=O)c2ccc(C)cc2)CC1 (stereo unspecified)
    -10	-4	1	-19	5	-2	4.4	4	-4
NC(=O)CS(=O)(=O)c1ccc(Cl)cc1
    2	-5	10	-15	8	-5	0.7	7	-7
COC(=O)c1cccc2c1-c1ccccc1/C2=N\NC(N)=O
    -11	20	7	-11	-4	-2	2.6	10	-18
COc1cc(/C=C/C(=O)OCC(=O)Nc2c(C)n(C)n(-c3ccccc3)c2=O)ccc1OCC#N
    0	-2	11	4	1	-6	0.2	8	-8
COc1ccccc1C(=O)NC(=S)Nc1cccnc1Cl
    -28	7	16	-22	6	-4	-0.5	-4	-16
COc1cccc(CNS(=O)(=O)c2cc(CN3C(=O)c4cccnc4C3=O)ccc2OC)c1
    2	-10	-2	-6	-4	-2	1.3	4	4
CCc1nnc(NC(=O)Cc2ccc(OCc3c(C)noc3C)cc2)s1
    5	5	-5	-14	4	-3	0.1	-1	-2
NC(c1csc(NC(=O)Nc2ccccc2)n1)C1CCCCC1 (stereo unspecified)
    -3	1	11	x	8	2	2.2	24	-12
COc1cc(NC(=O)CCNC(=O)Cn2cnc3ccccc3c2=O)cc(OC)c1OC
    1	8	0	-5	-1	-1	0.2	6	5
Cc1ccc(C)c(SCC(=O)OCC(=O)NCCNC(=O)COC(=O)CSc2cc(C)ccc2C)c1
    1	18	6	-19	-2	-1	0.5	11	-4
Cc1oc2ccc(O)cc2c1C(=O)c1ccccc1
    -4	-14	7	-9	9	0	0.0	-1	-17
CC(C)c1ccc2[nH]c(O)c(N=NC(=O)c3ccc(CSc4nncn4C)cc3)c2c1
    -17	-2	17	-14	24	-4	0.4	-3	-19
O=C(CSC(=S)N1CCCCC1)Nc1ncc2c(n1)CC(c1ccco1)CC2=O (stereo unspecified)
    10	22	-1	-12	-11	-5	4.1	10	5
Nc1ccc(CCNc2ncnc3c2ncn3[C@@H]2O[C@H](CO)[C@@H](O)[C@H]2O)cc1
    7	-3	6	-4	-8	-2	-0.4	0	-28

# A few values from the entries so far:
# O=C(Nc1nc(-c2ccc(Cl)cc2)cs1)C1=COCCO1 in CHRM1 PAM → 8
# COC(=O)c1cccc2c1-c1ccccc1/C2=N\NC(N)=O in M1 ag → -2

# Continuation:
# Values run as follows: CHO-K1 Ca antag	TAAR1 antagonist	CHRM1 PAM	CHO parental Ca	CHO-K1 Ca PAM	M1 ag	CHO-K1 Ca ag	TAAR1 ag	M1 antag
O=C(c1ccccc1)N1N=C(c2cccs2)CC1c1ccccc1O (stereo unspecified)
    -11	-10	10	-4	21	3	0.3	4	-5
CN(C1CCCC1)C1CCN(C(=O)CNC(=O)/C=C/c2ccccc2)CC1
    -6	-3	-19	-9	18	-10	3.5	1	28
Cc1ccccc1NC(=S)NCc1ccco1
    -1	-8	7	-8	6	-8	0.5	3	-9
Cc1cc(=O)[nH]c(SCC(=O)Nc2ccc3c(c2)OCCO3)n1
    4	-4	0	13	-3	-4	-0.4	16	2
Cc1nnc2ccc(-c3ccc(NC(=O)Cc4cccs4)cc3)nn12
    -13	-18	7	3	16	-3	1.6	0	-16
CCN(CC)c1cc(Cl)nc(N)n1
    -17	10	7	5	17	-2	0.8	6	-12
O=c1c(-c2ccc(Cl)cc2)coc2c(CN3CCCCC3)c(O)ccc12
    -11	-4	6	6	-2	-5	-0.1	0	-13
O=C(Nc1ccccc1C(=O)NCCCN1CCOCC1)c1cccc([N+](=O)[O-])c1
    -12	-18	4	-12	11	-4	1.5	2	-10
CCCCCC(=O)N1C[C@H](O)[C@@H](n2cc(COC(=O)c3ccccc3)nn2)C[C@@H]1c1ccccc1
    -2	-4	-4	x	9	-6	0.5	-1	-5
CN1CCN(S(=O)(=O)c2ccc(N3CCN(c4ccc(O)cc4)CC3)c([N+](=O)[O-])c2)CC1
    2	-1	6	5	0	1	3.2	5	-7
CC(C)CNc1cc(N2CCCC2)ccc1[N+](=O)[O-]
    -22	-22	-3	-9	18	-6	-0.1	6	6
COC(=O)c1ccccc1NC(=O)C1CCCN(S(=O)(=O)c2ccc(OC)cc2)C1 (stereo unspecified)
    1	29	-6	-1	7	-2	4.8	11	-5
CCc1cc(=O)oc2cc(OS(C)(=O)=O)ccc12
    -4	-4	9	0	10	-3	1.2	8	-33
CC(=O)OCC(=O)Nc1ccc([N+](=O)[O-])cc1Cl
    19	4	-8	-7	-11	-4	-0.1	-1	5
O=C(O)c1cc(-c2ccc3c(c2)OCO3)nc2ccc(Br)cc12
    1	-7	1	-19	13	-5	0.6	1	-1
COc1ccc(OC)c(C(=O)CC2OC(=O)c3ccccc32)c1 (stereo unspecified)
    -2	20	0	-22	0	-2	1.2	10	0
CC(C)Nc1nc(NCCN2CCNC2=O)c2sccc2n1
    -9	5	-1	x	17	-9	0.4	1	-11
COc1cccc(/C=N/NC(=O)c2ccc3nc[nH]c3c2)c1
    0	38	3	-13	12	6	5.2	3	14
O=C(Nc1cc(S(=O)(=O)N2CCOCC2)ccc1N1CCCC1)C1CC1
    -6	-16	4	-11	6	-5	0.2	1	4
O=C(Nc1cccnc1)c1cccc(NC(=O)c2ccco2)c1
    -12	-4	5	-10	8	2	1.1	3	-10
COCc1cc(C)c2c(N)c(C#N)sc2n1
    -12	-4	15	17	13	-4	0.3	8	-20
Cc1cc(C)nc(SCC(=O)Nc2ncc3c(n2)CC(C)(C)CC3=O)n1
    -4	-12	5	-1	18	-5	0.2	4	-8
CCC1(c2ccc(OC)cc2)NC(=O)N(CC(=O)N2CCc3ccccc32)C1=O (stereo unspecified)
    6	33	-3	x	23	29*	11	64*	7
COc1ccc(CCC(=O)OCC(=O)Nc2ccccc2OC(F)F)cc1OC
    -3	-11	3	-24	14	-4	3.0	7	-6
Cc1nc(NC(=O)/C=C/c2ccc(Cl)cc2Cl)sc1C(=O)N(C)C
    -2	-11	7	0	20	-6	6.2	2	-1
O=C(CCNS(=O)(=O)c1ccccc1F)N1CCN(C/C=C/c2ccccc2)CC1
    1	7	-6	10	-17	0	2.9	1	7
CSc1sc(C(=O)N(C)C)cc1S(=O)(=O)C(C)C
    -4	-1	1	-5	-4	-9	0.1	2	5
COc1ccc(OCc2cc(C(=O)N[C@H]3CCCCNC3=O)no2)c(Cl)c1
    3	2	-4	-8	0	-5	1.9	5	8
CC(=O)NC(Cc1ccc(F)cc1)C(=O)NC1CCN(C(=O)NCc2ccccc2)CC1 (stereo unspecified)
    -3	1	5	-9	2	-2	1.9	-3	-2
